b-catenin transl: modulators of beta-catenin nuclear translocation, primary screen, imaging, HeLa cells, immunofluorescence, high-content; 190,000 compounds, 0.3% hits; nuclear translocation activity, % at 5 µM;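 active means nuclear translocation activity above 50% at 5 µM, with a well cell count of 50 or more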;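 further: per-cell ratio of nuclear to cytoplasmic median beta-catenin stain intensity; plate controls were DMSO negative control for no effect and GSK-3 inhibitor IX positive control for full effect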
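Signal – beta-catenin immunofluorescence imaging with DAPI · Test system – human HeLa cell line · Dosing – 5 µM primary single dose, 0.1% DMSO, 0.02–20 µM confirmation series · Measure – % activation, nuclear-to-cytoplasmic median beta-catenin signal ratio per cell · Incubation – 24 h compound exposure at 37°C, 5% CO2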
Lipid droplet: inhibitors of hepatocyte lipid droplet formation, primary screen, imaging, high-throughput imaging, BODIPY stain. inhibition, % at 6.5 µM. AML12 mouse hepatocytes, oleate lipid droplets. 240,000 compounds, 0.4% hits;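 active means lipid droplet intensity inhibited by at least 50%, with more than 500 cells counted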
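Assay system: AML12 mouse liver cells | Compound dosing: One dose, 6.5 µM compound | Read-out basis: Droplet intensity reduction, % inhibition | Measured by: Fluorescence imaging, 20x objective, two fields per well | Schedule: Overnight treatment with compound plus oleate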
Dynein transport: inhibitors of GR-EGFP nuclear translocation, primary screen, dynein cargo transport inhibitor project, imaging, high-content, 3617.4 mouse cells; test concentration mostly 20 µM; stimulated with dexamethasone, 1 µM; active compounds read low; z-score, hits read low; 220,000 compounds, 0.47% hits; AID 1381, 2008;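 active means plate z-score of nuclear minus cytoplasmic receptor signal below a set negative limit, without overly bright fluorescence or cell loss, cut at about -3.5 in these data, passing the limit was not always enough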;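 further: z-score of nuclear minus cytoplasmic ring GR-EGFP intensity difference per well; some compounds called inactive have numbers as strong as hits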
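Buffer or medium: tet-free medium with charcoal-stripped serum / Also added: dexamethasone agonist, 1.0 µM final, for 30 min / Timing: induction 48 h, compound 1 h, agonist 30 min / Measured by: high-content fluorescence imaging after fixation / Read-out: nuclear-to-cytoplasmic GR-EGFP distribution per well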
MT stabilizer: microtubule stabilizers in HeLa cells, primary screen, imaging, high-content imaging; % tubulin-high responders, % at 10 µM; HeLa tubulin immunostaining HCS, 24 h; share of cells brighter than vehicle mean+2SD; 200,000 compounds, 0.83% hits;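 active means plate Z-score above 3 for both tubulin-high and condensed-nucleus cell shares, with cell loss under 80%, at 10 µM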;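 further: anti alpha tubulin signal scored within the nucleus-defined area of each cell; some results filed as inactive read as strong as hits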
Myeloid diff MLP: induction of myeloid progenitor differentiation, primary screen, cell-based, flow cytometry, MLPCN library; ER-HoxA9 myeloid progenitors, lysozyme-GFP differentiation; calls only at 10 µM; 360,000 compounds, 1% hits; AID 624256, 2012;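 active means normalized GFP-positive differentiation at or above the plate's own cutoff, the solvent-only control mean plus 3 SD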;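 further: cells exposed to compound for four days before flow analysis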
Insulin prom up: insulin promoter activators in MIN6 cells, imaging, high-content screening, mouse beta cells | AID 1625, 2009 | 190,000 compounds, 0.3% hits | z-score at 5 µM | MIN6 insulin promoter-GFP reporter; active compounds read high;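 active means z-score above 3 at 5 µM with at least 500 cells counted in the well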
T cell modulator: modulators of CD8 T cell-vesicle binding, primary screen, mouse 2C CD8+ T cells, flow cytometry | 2C CD8+ T cell-vesicle binding; active compounds read low | calls only at 7 µM | 330,000 compounds, 0.068% hits | AID 2052, 2009;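 active means response, share of CD8 T cells binding vesicles, and their 90th percentile fluorescence all below set limits, cut at about 80% in these data, passing the limit was not always enough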
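Benchmarks: naked versus QL9-loaded vesicles / Assay system: purified 2C TCR transgenic mouse naive CD8+ T cells / Technique: high-throughput flow cytometry with anti-B7-1 and anti-CD8 staining / Timing: Cell–vesicle co-incubation 1.5 h at 37 °C, staining 20 min on ice / Read-out: percent CD8+ FL2 mean versus row control / Probe or stimulus: QL9-loaded Drosophila micro-vesicles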
TNAP activation fold: human TNAP enzyme activators, primary screen, biochemical, luminescent, no phosphate acceptor, uHTS (AID 1001). activation fold at 20 µM, or EC50 in µM where a hit was titrated. purified TNAP, luminescent activation assay, no phosphate acceptor; higher activation fold means a stronger effect. Alkaline phosphatase, tissue-nonspecific isozyme (Homo sapiens). 200,000 compounds, 0.03% hits; in the data active means activation fold from about 3, or a potency from the dose series; inactive means the rest, 99 in 100 with activation fold below about 1.6; further: many of its hits are not listed in these tables
PMI inhibitors: inhibitors of human PMI, primary screen, biochemical, fluorescence intensity, coupled assay (AID 1209). Mannose-6-phosphate isomerase (Homo sapiens). 190,000 compounds, 0.42% hits. one-dose inhibition, % at 20 µM; IC50 in µM for titrated hits. purified PMI enzyme, coupled fluorescence intensity; higher % means a stronger effect; in the data active means inhibition above about 50%;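 further: plate controls were DMSO vehicle for no effect and wells lacking substrate for full effect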
Dynein transport cytoplasmic EGFP: further read-out of Dynein transport, marked with its call; z-score; measured here: cytoplasmic GR-EGFP intensity; active compounds read high
Dynein transport nuclear GR-EGFP: second read-out of Dynein transport, no call of its own (marks repeat the call); z-score; measured here: nuclear GR-EGFP intensity;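 lower value marks the stronger effect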
Dynein transport cell count: recorded beside Dynein transport, whose call it bears; z-score; measured here: cell count per field
Insulin prom up cell count: also measured in Insulin prom up; calls as there; cell count; measured here: cytotoxicity, nuclei count;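 total cells summed across four imaged fields per well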
Lipid droplet cells 6.5 µM: recorded beside Lipid droplet, whose call it bears; cell count; measured here: cell count, cytotoxicity flag;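 cells counted across two imaged fields per well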
b-catenin transl cell count 5 µM: also measured in b-catenin transl; calls as there; cell count; measured here: cell count, cytotoxicity flag
T cell modulator vesicle-bound %: recorded beside T cell modulator, whose call it bears; double positive events, %; measured here: CD8+ vesicle-bound cell fraction;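 binding gate set so that unloaded-vesicle control wells show 10% double positive cells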
MT stabilizer Hoechst-high %: recorded beside MT stabilizer, whose call it bears; % Hoechst-high responders; measured here: nuclear condensation Hoechst responders;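 share of cells brighter than vehicle mean plus two SD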
MT stabilizer cytotoxicity %: recorded beside MT stabilizer, whose call it bears; toxicity, %; measured here: cytotoxicity by cell density;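 0% = mean cell density of plate MIN control wells and 100% = no cells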
Myeloid diff MLP GFP+ MAC1+ %: second read-out of Myeloid diff MLP, no call of its own (marks repeat the call); GFP+ MAC1+ double positive, %; measured here: differentiation confirmed by MAC1 staining
* hit, by the source's call; i = inactive; . = not tested or not shown.

Order of values – b-catenin transl, b-catenin transl cell count 5 µM, Lipid droplet, Lipid droplet cells 6.5 µM, Dynein transport, Dynein transport cytoplasmic EGFP, Dynein transport nuclear GR-EGFP, Dynein transport cell count, MT stabilizer, MT stabilizer Hoechst-high %, MT stabilizer cytotoxicity %, Myeloid diff MLP, Myeloid diff MLP GFP+ MAC1+ %, Insulin prom up, Insulin prom up cell count, T cell modulator, T cell modulator vesicle-bound %, TNAP activation fold, PMI inhibitors
> CC1CN=C(N(C(=S)Nc2ccccc2)c2cccc(C(F)(F)F)c2)S1 (stereo not drawn)
  -0.2, 1331, -3, 746, -0.91, -0.26, -0.52, 1.5, ., ., ., i, 1.1, -0.61, 952, i, 26, ., .
> Cc1ccc(C(=O)NNC2CC(=O)N(c3ccc4c(c3)OCCO4)C2=O)cc1 (stereo not drawn)
  0.1, 436, 1, 718, 0.32, 0.5, 0.42, -0.88, 2.7, 1.8, 4.8, i, 0.4, ., ., i, 17, 1.1, -44%
> O=C(c1ccccc1-c1nc(-c2ccccc2)no1)N1CCCC1
  -0.5, 1140, 0, 774, -0.49, -0.26, -0.085, 0.36, 1.3, 3.5, 11, i, 0.5, ., ., i, 25, 1.1, -7%
> O=C1CC(c2ccccc2)CN1C(=O)c1cccnc1 (stereo not drawn)
  0.9, 1507, 0, 702, 0.59, -0.36, -0.12, -0.53, 3.3, 1.9, 15, i, 1.1, 0.04, 1494, i, 48, 1.1, -3%
> O=C(Nc1ccccc1)c1ccc(S(=O)(=O)N2CCCC2)cc1
  -1.7, 1146, ., ., 0.025, -0.016, 0.33, 0.7, 3.0, 2.8, 5.6, i, 6.4, -0.52, 1292, i, 10, 1.1, -4%
> COc1cc(S(=O)(=O)Nc2ccccn2)ccc1F
  ., ., 3, 747, -0.43, -0.14, -0.21, 0.57, 1.4, 1.4, 3.9, i, 6.3, ., ., i, 10, 1.2, -3%
> COc1cccc(CNC(=O)C2CCN(S(=O)(=O)N3CC(C)CC(C)C3)CC2)c1 (stereo not drawn)
  0.7, 1326, ., ., -0.21, -0.2, -0.27, 0.31, 1.1, 1.7, 9.0, i, 0.7, 0.04, 1604, i, 48, 1.1, 7%
> C=CCn1c(Cc2cccs2)nnc1SCC(=O)c1ccc2ccccc2c1
  -0.7, 1212, -11, 763, -0.66, -0.08, -0.5, 0.37, 3.1, 3.2, 6.1, i, 0.4, 0.19, 937, i, 43, 1.1, 16%
> CCN1CCN(C(=S)c2ccc([N+](=O)[O-])cc2)CC1
  -6.0, 1268, 21, 751, -0.51, -0.25, -0.41, 1.2, 1.6, 1.4, 5.7, i, 0.7, -0.19, 1541, i, 47, 1.2, 9%
> Cc1ccc(C)c(NC(=O)C2CC=CCC2C(=O)O)c1 (stereo not drawn)
  4.0, 1129, ., ., -0.3, -0.17, 0.22, 0.19, 2.0, 1.1, 4.7, i, 0.8, 0.59, 1200, i, 53, 1.1, -6%

Structural class: the entries above containing two or more sulfur atoms
Order of values – b-catenin transl, b-catenin transl cell count 5 µM, Lipid droplet, Lipid droplet cells 6.5 µM, Dynein transport, Dynein transport cytoplasmic EGFP, Dynein transport nuclear GR-EGFP, Dynein transport cell count, MT stabilizer, MT stabilizer Hoechst-high %, MT stabilizer cytotoxicity %, Myeloid diff MLP, Myeloid diff MLP GFP+ MAC1+ %, Insulin prom up, Insulin prom up cell count, T cell modulator, T cell modulator vesicle-bound %, TNAP activation fold, PMI inhibitors
> CC1CN=C(N(C(=S)Nc2ccccc2)c2cccc(C(F)(F)F)c2)S1 (stereo not drawn)
  -0.2, 1331, -3, 746, -0.91, -0.26, -0.52, 1.5, ., ., ., i, 1.1, -0.61, 952, i, 26, ., .
> C=CCn1c(Cc2cccs2)nnc1SCC(=O)c1ccc2ccccc2c1
  -0.7, 1212, -11, 763, -0.66, -0.08, -0.5, 0.37, 3.1, 3.2, 6.1, i, 0.4, 0.19, 937, i, 43, 1.1, 16%

(further entries)
Order of values – b-catenin transl, b-catenin transl cell count 5 µM, Lipid droplet, Lipid droplet cells 6.5 µM, Dynein transport, Dynein transport cytoplasmic EGFP, Dynein transport nuclear GR-EGFP, Dynein transport cell count, MT stabilizer, MT stabilizer Hoechst-high %, MT stabilizer cytotoxicity %, Myeloid diff MLP, Myeloid diff MLP GFP+ MAC1+ %, Insulin prom up, Insulin prom up cell count, T cell modulator, T cell modulator vesicle-bound %, TNAP activation fold, PMI inhibitors
> CC1(C)CC(NC(=O)CCc2nnc(CCCCc3ccccc3)o2)CCO1 (stereo not drawn)
  -1.1, 948, -15, 673, -0.25, -0.16, 0.064, 0.24, 2.5, 1.6, 3.4, i, 0.4, ., ., i, 59, 1.1, 3%
> O=C1CCN(C(=O)c2ccc(Cl)cc2)N1
  -2.4, 991, 10, 660, -0.66, -0.25, -0.36, 1.4, 3.9, 0.9, 5.4, i, 0.1, 1.1, 967, i, 62, 1.2, 6%
> Cc1cc(C)nc(NS(=O)(=O)c2ccc(NC(=O)C3(c4ccccc4)CCCC3)cc2)n1
  3.1, 930, 9, 621, 0.14, -0.29, 0.13, 0.18, 4.5, 2.2, 5.1, i, 0.8, -0.11, 1459, i, 39, 1.1, 9%
> C=CCNC(=O)c1ccc(OC)cc1OC
  -0.9, 1101, -3, 649, 1.2, -0.25, 0.97, 0.76, 1.6, 2.5, 19, i, 0.2, -0.19, 1873, i, 15, 1.2, 7%
> O=C(c1noc2c1CCCC2)N1CCN(c2ccc(F)cc2)CC1
  0.7, 1420, ., ., -1.8, 0.16, -0.8, 0.94, 2.6, 1.5, 4.9, i, 3.4, 0.09, 1475, i, 8, 1, -5%
> C/C=C/C(=O)OCC(=O)Nc1c(Cl)cccc1Cl
  -6.3, 1259, 2, 775, 0.22, -0.13, 0.8, 0.19, 1.9, 1.1, 4.1, i, 0.7, -0.94, 1029, i, 23, 1.1, -5%
> Cc1ccccc1NC(=O)COC(=O)Cc1ccsc1
  4.4, 992, 31, 718, 0.68, -0.042, 0.52, -1.5, 2.4, 2.5, 8.7, i, 0.4, 0.47, 999, i, 54, 1.1, -11%
> Cc1ccccc1CS(=O)(=O)c1cn(CC(=O)N2CCC(C)CC2)c2ccccc12
  0.1, 1043, -14, 642, 0.2, -0.29, 0.16, 0.58, 4.6, 3.1, 6.9, i, 0.6, 0.04, 1412, i, 4, 1, 6%
> CC1CCCCN1C(=O)Nc1cccc(Cl)c1 (stereo not drawn)
  -0.8, 1205, ., ., -0.85, -0.18, -1, 0.59, 6.0, 3.7, 5.3, i, 1.1, ., ., i, 28, 1.1, 3%
> COc1ccc(CC2(CO)CCN(Cc3nc(C(C)C)cs3)CC2)cc1
  0.3, 1073, -40, 726, 1.1, -0.13, 0.65, -1, 3.1, 2.2, 12, i, 0.5, -0.09, 1428, i, 46, 1.1, 2%
> CN(C)C(CNC(=O)c1cc(S(=O)(=O)N(C)c2ccccc2)ccc1Cl)c1ccccc1 (stereo not drawn)
  0.3, 1263, -12, 695, -1.2, -0.21, -0.44, 1.2, ., ., ., i, 0.7, 0.09, 937, i, 28, ., .
> O=C1CCc2cc(S(=O)(=O)N3CCC(C(=O)NC4CCCc5ccccc54)CC3)ccc2N1 (stereo not drawn)
  ., ., ., ., -0.25, -0.13, -0.00087, 0.2, 6.4, 2.7, 3.7, i, 1.0, 0.25, 769, i, 39, 1, 8%
> CCc1ccccc1NC(=O)N1CCCC(CCC(=O)N(C)CCc2ccccn2)C1 (stereo not drawn)
  -0.1, 943, -9, 764, -0.62, -0.17, -0.42, -0.4, 1.4, 1.1, 5.2, i, 0.1, ., ., i, 64, 1.1, 6%
> O=C(O)CCNC(=O)CCCn1nnc2ccccc2c1=O
  -1.8, 1459, 20, 820, 0.89, -0.26, 0.015, 0.5, ., ., ., i, 0.4, 0.25, 1096, i, 41, ., .
> Cc1csc2c(N3CCN(C(=O)Nc4ccc(Cl)c(Cl)c4)CC3)ncnc12
  -1.0, 1336, 29, 677, -0.37, -0.11, 0.28, -0.17, ., ., ., i, 0.5, ., ., i, 43, ., .
> C/C(Cn1cnc([N+](=O)[O-])n1)=N\NC(=O)c1ccccc1F
  ., ., ., ., -0.0024, -0.22, -0.14, 0.63, 2.4, 1.7, 2.4, i, 0.6, ., ., i, 12, ., .
> Cc1ccc(-n2c(SCC(N)=O)nnc2-c2ccccn2)cc1
  -3.8, 1270, 7, 773, -0.26, -0.041, -0.11, 0.33, 1.4, 2.7, 13, i, 0.8, -0.33, 1242, i, 23, 1.1, 7%

High-throughput results deposited in PubChem BioAssay by several laboratories.
